ADAM10 inh: human ADAM10 inhibitors, primary screen, biochemical, QFRET, HTS; Disintegrin and metalloproteinase domain-containing protein 10 (Homo sapiens), O14672; recombinant ADAM10, EDANS/DABCYL FRET peptide cleavage, 3 h; inhibition, % at 7 µM; 0.62% of 370,000 active;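 active means inhibition above a per-campaign cutoff equal to the mean of compounds falling between control-based bounds plus 3 SD, cut at about 20% in these data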;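 further: 0% = DMSO wells while the 100% control is not disclosed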
DAX1 inh-1: DAX1 (NR0B1) inhibitors, primary screen, cell-based, HEK293, Gal4-DAX1, luciferase luminescence. 0.99% of 340,000 active. inhibition, % at 6.75 µM. HEK293 Gal4-DAX1 luciferase reporter. AID 504766, 2011;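 active means inhibition above the mean over all tested compounds plus 3 SD, cut at about 4.2% in these data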;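 further: 0% = DAX1-transfected cells with DMSO and 100% = empty-vector control cells with DMSO; inhibition shows as a rise in luminescence from relieved DAX1 repression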
PLCb3 inh: human PLC-beta3 inhibitors, primary screen, biochemical, fluorescence. 1-phosphatidylinositol 4,5-bisphosphate phosphodiesterase beta-3 (Homo sapiens), Q01970. Purified PLC-beta3, fluorogenic substrate. inhibition, % at 12.2 µM. 0.18% of 370,000 active. AID 720704, 2013; in the data active means inhibition above about 11%;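 further: 0% = median of compound wells on plate and 100% = full blocker control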
ADAM17 inh: ADAM17 inhibitors, primary screen, biochemical, QFRET. recombinant ADAM17, EDANS/DABCYL FRET peptide cleavage. inhibition, % at 6.95 µM. 0.83% of 370,000 active. Disintegrin and metalloproteinase domain-containing protein 17 (Homo sapiens), P78536. AID 720648, 2013;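 active means inhibition above the mean of compounds lying between control limits plus 3 SD, set per campaign, cut at about 8.5% in these data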;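 further: 0% = DMSO-only wells as the low control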
hgDAF-12 ag: H. glycines DAF-12 receptor agonists, primary screen, cell-based, luminescence, HEK293, GAL4 fusion, UAS-luciferase | Nuclear hormone receptor DAF-12 (Heterodera glycines), GAL4 fusion | HEK293 GAL4-hgDAF12 UAS-luciferase reporter, agonist luminescence; normalized to butyrate control | activation, % at 6.8 µM | 1.8% of 370,000 active;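 active means activation above a cutoff set at the mean of all screened compounds plus 3 SD, cut at about 10% in these data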;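 further: 0% = DMSO wells and 100% = sodium butyrate wells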
GAA850 FXN act: FXN promoter activators, primary screen, cell-based, luciferase luminescence, HEK293 lucGAA850; HEK293 lucGAA850 FXN promoter luciferase reporter, 24 h; percent of 10 µM SAHA response; activation, % at 6 µM; 0.56% of 360,000 active; AID 540364, 2011;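 active means activation above the average of all compounds screened plus 3 SD, cutoff fixed separately per campaign, cut at about 7.5% in these data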;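 further: 0% = DMSO wells and 100% = 10 µM SAHA wells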
hcDAF12 agonist: H. contortus DAF-12 nuclear receptor activators, primary screen, cell-based, luminescence, HEK293, lit1-tk-luc reporter | HEK293 hcDAF-12 lit1-tk-luc reporter; 0% DMSO, 100% Δ7-dafachronic acid | activation, % at 6.8 µM | 1.4% of 370,000 active | AID 652067, 2013;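 active means activation above the mean of all tested compounds plus 3 SD, cut at about 5.5% in these data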;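 further: 100% = response to 3 µM Δ7-dafachronic acid high control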
sPLA2-III inh: human group III sPLA2 inhibitors, primary screen, biochemical, QFRET, BODIPY PC-A2 liposome substrate; Group 3 secretory phospholipase A2 (Homo sapiens), Q9NZ20; QFRET BODIPY PC-A2 liposome hydrolysis, fluorescence; inhibition, % at 12.2 µM; 0.56% of 370,000 active; AID 743126, 2013;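 active means inhibition above mean plus 3 SD of compounds lying within the high and low control bounds, cut at about 19% in these data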;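 further: 0% = median of test compound wells and 100% = no enzyme DMSO wells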
DAX1 inh-2: DAX1 (NR0B1) inhibitors on StAR promoter, primary screen, cell-based, luminescence, SF-1 (NR5A1), full-length DAX-1; inhibition, % at 6.8 µM; 1.1% of 370,000 active; AID 652010, 2013; HEK293T StAR-luciferase reporter, SF-1/DAX-1 repression relief;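 active means inhibition above the mean over all tested compounds plus 3 SD, cut at about 3.6% in these data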;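 further: 0% = DAX-1 cells with DMSO and 100% = cells lacking DAX-1 with DMSO; higher inhibition means more luminescence from relief of DAX-1 repression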
ssDAF-12 act: S. stercoralis DAF-12 nuclear receptor activators, primary screen, cell-based, luminescence, HEK293, GRIP1 co-expression, lit1-tk-luc; HEK293 ssDAF-12/GRIP1 lit1-tk-luc reporter; % of 3 µM dafachronic acid response; 1% of 370,000 active; activation, % at 6.8 µM; AID 652126, 2013; Nuclear hormone receptor DAF-12 (Strongyloides stercoralis);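 active means activation above the mean over all tested compounds plus 3 SD, cut at about 0.9% in these data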;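 further: 0% = DMSO-only wells and 100% = 3 µM delta7-dafachronic acid wells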
PLCg1 inh: PLC-gamma1 enzyme inhibitors, primary screen, biochemical, fluorescence, purified enzyme. inhibition, % at 12.2 µM. 0.84% of 370,000 active. fluorogenic substrate. AID 720700, 2013; in the data active means inhibition above about 9.5%
Target sequence (P19174 whole entry, looked up): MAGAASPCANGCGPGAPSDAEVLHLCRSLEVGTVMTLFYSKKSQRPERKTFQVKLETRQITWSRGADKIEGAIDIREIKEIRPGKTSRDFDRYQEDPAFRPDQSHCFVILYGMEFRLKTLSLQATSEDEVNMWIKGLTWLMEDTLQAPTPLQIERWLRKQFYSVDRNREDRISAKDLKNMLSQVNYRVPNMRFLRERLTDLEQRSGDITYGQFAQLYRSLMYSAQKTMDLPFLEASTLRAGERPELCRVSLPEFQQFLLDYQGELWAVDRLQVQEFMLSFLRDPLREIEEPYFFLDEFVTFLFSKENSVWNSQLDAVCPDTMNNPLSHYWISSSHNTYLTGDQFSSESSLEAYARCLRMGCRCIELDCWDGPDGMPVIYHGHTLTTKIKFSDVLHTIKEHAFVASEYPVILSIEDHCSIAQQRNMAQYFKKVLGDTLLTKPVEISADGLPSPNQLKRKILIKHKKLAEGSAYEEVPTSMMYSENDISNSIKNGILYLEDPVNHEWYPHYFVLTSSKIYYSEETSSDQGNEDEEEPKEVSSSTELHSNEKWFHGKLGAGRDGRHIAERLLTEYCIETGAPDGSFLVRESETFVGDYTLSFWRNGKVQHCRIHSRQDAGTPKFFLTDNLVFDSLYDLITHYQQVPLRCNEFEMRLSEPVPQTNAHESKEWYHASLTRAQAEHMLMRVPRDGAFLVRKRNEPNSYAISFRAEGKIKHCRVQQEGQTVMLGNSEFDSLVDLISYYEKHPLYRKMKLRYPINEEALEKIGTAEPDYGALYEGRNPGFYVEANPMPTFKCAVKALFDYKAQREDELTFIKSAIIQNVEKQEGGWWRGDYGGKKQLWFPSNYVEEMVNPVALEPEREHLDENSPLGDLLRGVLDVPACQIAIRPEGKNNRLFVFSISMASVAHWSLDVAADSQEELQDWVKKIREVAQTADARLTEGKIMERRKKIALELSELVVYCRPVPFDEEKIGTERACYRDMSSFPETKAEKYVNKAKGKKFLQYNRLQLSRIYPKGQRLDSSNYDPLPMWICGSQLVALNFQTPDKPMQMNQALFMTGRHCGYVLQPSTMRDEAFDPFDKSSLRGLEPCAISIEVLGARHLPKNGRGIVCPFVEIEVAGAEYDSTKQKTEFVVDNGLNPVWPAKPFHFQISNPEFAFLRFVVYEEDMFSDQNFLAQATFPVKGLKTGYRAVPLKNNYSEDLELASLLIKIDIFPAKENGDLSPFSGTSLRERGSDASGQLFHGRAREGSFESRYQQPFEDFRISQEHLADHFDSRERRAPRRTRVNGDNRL
Starred values were filed as active, the others as inactive; · = no result given.

SMILES	ADAM10 inh	DAX1 inh-1	PLCb3 inh	ADAM17 inh	hgDAF-12 ag	GAA850 FXN act	hcDAF12 agonist	sPLA2-III inh	DAX1 inh-2	ssDAF-12 act	PLCg1 inh
Cc1cn(C(=O)C(C)N2C(=O)c3ccccc3C2=O)c(C)n1 (centres undefined)	1	-1.4	1	0	-0.6	-2.7	-2.3	-1	-0.2	-1.4	3
O=C(CNC1CCCCC1)Nc1ccc(Cl)cc1	1	-1.4	-4	-2	0.8	-0.5	-0.8	-4	0.6	-0.6	-3
CN(C)S(=O)(=O)c1ccc2oc(SCC(=O)NCC(F)(F)F)nc2c1	-2	1.1	-1	-2	-0.5	2.2	-1.2	-2	0.2	-1.2	-3
CCCC(=O)Nc1ccc(-c2ccc(NC(=O)CCC)cc2)cc1	-3	-1.2	-1	-1	2.1	1.2	-1.1	9	0.1	-0.9	2
COc1ccc(N(C)S(=O)(=O)c2cccc(C(=O)OC(C)C(=O)NC3CCCCC3C)c2)cc1 (centres undefined)	5	0.4	-5	-2	-1.1	1.4	-2.7	-7	-2.4	-0.7	1
Cc1csc2ncc(C(=O)NCc3ccco3)c(=O)n12	-422	0.7	-44	-140	2.5	1.2	2.5	5	0.2	-1.0	-34
COc1ccccc1CCNC(=O)CCn1c(=O)c2cccn2c2ccc(F)cc21	-16	0.0	-8	3	-1.0	1.2	-1.5	6	0.0	-1.1	-2
O=C(COc1ccccc1F)NCCc1ccc2c(c1)OCCO2	-7	0.6	-1	-1	-2.1	-1.4	0.2	-8	0.1	-1.6	-1
Cc1cc([N+](=O)[O-])ccc1NC(=O)C(C)N1CCN(c2ccccn2)CC1 (centres undefined)	-1	-1.7	-2	0	-0.6	-0.1	-0.4	-6	-0.6	-0.6	0
CCc1nc2ccccc2c(C(=O)OCC(=O)N2CC(C)OC(C)C2)c1C (centres undefined)	-4	1.3	-7	-3	1.3	0.6	-0.1	1	0.3	-0.6	-1
CCOC(=O)CCN(C(=S)Nc1ccccc1)C1CCCCC1	-6	3.1	1	-9	0.7	1.7	-0.7	8	-0.6	-0.9	8
O=c1[nH]ncn1-c1ccccc1	-2	1.6	0	-2	-0.8	1.2	-0.6	2	-0.5	-1.0	2
CN1c2ccc(Cl)cc2C(=O)NC1C1CC=CCC1 (centres undefined)	-498	2.8	-460	-171	1.0	3.1	-1.8	-6	-0.5	-0.8	-328
O=C(Nc1nncs1)Oc1ccccc1	6	1.8	4	0	1.4	0.7	-1.2	0	0.2	-1.0	0
Cc1ncc([N+](=O)[O-])n1CCOC(=O)c1ccc(Br)cc1	-4	-0.3	-4	-4	-2.5	2.2	-1.2	0	0.0	-1.1	-1
CC(C)(C)c1ccc(C(=O)Nc2ccc(S(N)(=O)=O)cc2)cc1	3	-0.2	-9	2	-0.5	1.6	-1.7	-5	-0.4	-1.1	-2
Cc1ccc(N(C(=O)c2csnn2)C(C(=O)NC2CCCCC2)c2ccccn2)cc1C (centres undefined)	7	-0.4	-4	0	-1.8	1.6	-0.1	0	0.3	-1.3	4
CC1CCN(C(=O)C2CCC(CNS(=O)(=O)c3cccc4cccnc34)CC2)CC1 (centres undefined)	9	-0.9	-2	3	2.9	1.1	-3.0	-12	-1.8	-1.3	1
COC(=O)C[C@@H]1CC[C@@H]2[C@H](COc3ccc(NC(=O)c4cccc(F)c4)cc3C(=O)N2C)O1	9	·	10	0	7.2	·	-2.0	-4	0.4	-1.3	13*
CN1CCCNc2nc3ccccc3nc21	-234	3.1	-234	-84	3.6	5.4	1.0	1	0.4	-0.7	-164
Clc1ccccc1/C=N/NC1=Nc2cccc3cccc1c23	-1	4.3*	-9	1	18*	9.7*	16*	0	4.6*	2.8*	-6
COc1ccc(N(C)C(=O)CCS(=O)(=O)c2cccc3nonc23)cc1	8	-1.0	11*	6	1.0	-0.1	-1.4	4	0.7	-1.0	8
CN(C)C(=O)Nc1ccc(Cl)c(Cl)c1	0	·	3	-1	0.3	0.7	0.8	5	0.4	-1.5	2
Nn1c(Nc2ccccc2)nc2ccccc21	-2	4.4*	2	-6	8.2	4.7	0.8	4	0.9	-0.4	1
Cc1cccc2nc(COc3ccc(Cl)c4cccnc34)cn12	-5	0.0	-4	-5	3.1	3.6	-0.8	1	0.8	-1.1	-2
COc1cccc(CN(C)C[C@@H]2OCc3cnnn3CCCC(=O)N([C@@H](C)CO)C[C@H]2C)c1	3	2.2	1	-2	-1.5	0.1	-0.9	4	-0.1	-1.0	-2
CCOC(=O)c1c(C)[nH]c(C(=O)COC(=O)c2ccncc2)c1C	4	0.5	0	0	-3.0	1.7	-2.5	-5	0.3	-1.2	1
CCN=C1SC(CC(=O)Nc2ccc3c(c2)OCO3)C(=O)N1CC (centres undefined)	5	-0.8	3	-1	0.1	0.9	0.6	1	0.2	-1.0	-1
CCN1CCN(C(=O)/C=C/c2ccc(C(C)C)cc2)CC1	0	0.4	0	0	1.2	1.6	-1.4	9	-0.1	-0.7	-1
Cc1sc2ncn(CC(=O)NCCN(C)C)c(=O)c2c1S(=O)(=O)N1CCC(C)CC1	9	1.5	-1	0	2.8	-1.7	-2.1	-5	0.2	-1.3	2
O=C(Oc1ccccc1C(=O)N1CCOCC1)c1ccccc1	9	-0.8	4	-1	4.7	0.6	-1.4	5	-0.4	-0.3	3
CC(=O)c1ccccc1N(C(=O)Cn1nnc2ccccc21)C(C(=O)NCC1CCCO1)c1ccc(N2CCOCC2)cc1 (centres undefined)	-4	-0.2	2	0	0.6	0.5	0.8	-2	-0.8	-1.6	2
COc1ccc(C(=O)Nc2nc3cc4c(cc3s2)OCO4)c(OC)c1	-58	2.2	-102	-21	17*	6.7	2.1	0	2.8	-0.9	-61
COc1ccc(-c2nc3ccccn3c2CN2CCN(c3ccccc3F)CC2)cc1	-24	4.4*	-1	-9	6.0	1.1	0.3	1	1.3	-1.1	1
O=C(N/N=C/c1ccc2c(c1)OCO2)c1cc(-c2ccccc2Cl)nc2ccccc12	-4	0.7	2	-1	-1.3	-2.1	-2.1	-5	-0.7	-1.4	1
CC(=O)c1cccc(NS(=O)(=O)N2CCCCC2)c1	1	-0.6	2	4	-0.4	-0.7	-1.0	4	0.9	-1.0	4
O=C(Nc1ccc(Br)cc1)c1cc(-c2ccncc2)nc2ccccc12	-1	-0.6	-13	4	3.7	-3.7	1.2	0	-1.3	0.6	-4
C=CCn1cnc2scc(-c3ccc(CC)cc3)c2c1=O	11	-1.2	-1	-1	-1.3	1.0	-1.5	-3	-0.5	-1.5	1
Cc1cc(C)n2nc(C(=O)OCC(=O)Nc3ccc(C)c(S(=O)(=O)N(C)C)c3)nc2n1	1	0.2	-5	-6	0.7	0.5	1.5	14	0.6	-0.9	-2
COc1ccc(CNC(=O)CNC(=O)c2ccc(C(C)(C)C)cc2)cc1OC	7	-1.1	-3	0	-0.5	0.5	1.1	2	-0.2	-1.1	3
CCOc1ccc2ccccc2c1/C=N/NC(=O)c1c(C)cc(C)[nH]c1=O	-4	-1.4	-17	-6	-2.4	-1.2	-1.7	15	-0.3	-0.7	-9
CCC(=O)N(CCc1ccc(S(N)(=O)=O)cc1)C1CC(=O)N(c2ccc(OC)cc2)C1=O (centres undefined)	3	-0.9	-4	0	0.5	-3.6	-1.6	-4	-0.1	-1.4	0
C=CCSc1nnc(NC(=O)C2CSC3(C)CCC(=O)N23)s1 (centres undefined)	3	1.5	-9	0	-1.0	0.2	-1.6	1	-1.1	-0.9	-2
COc1cc(/C=C2/C(=O)NN(c3ccc(Cl)cc3)C2=O)ccc1OC(=O)c1ccco1	7	-0.4	0	5	-1.1	-0.1	0.9	-14	-0.5	-1.3	1
O/N=C\c1cccn1-c1nccs1	-6	1.0	-4	-3	0.1	-0.9	0.1	2	1.8	-0.3	1
CCOC(=O)c1ccccc1NC(=O)CSc1cccc[n+]1[O-]	-2	-0.4	0	-5	-1.4	-1.1	-1.4	7	0.6	-0.8	-4
COC(=O)[C@]12C[C@H](CC(=O)NCc3ccccc3)C(=O)N(CCc3ccc(OC)c(OC)c3)C1=C[C@H](COCc1ccccc1)O[C@@H]2C	-1	·	-3	-2	1.2	·	-3.6	-7	-0.8	-1.8	-3
O=C(Nc1ccc(F)cc1)OC1CC2CC1[C@H]1CCCCN1[C@H]2Cc1ccccc1 (some centres undefined)	-5	·	1	-3	2.2	·	3.2	-6	0.0	-0.3	-1
Cc1csc2nc3ccccc3c(=O)n12	-245	0.5	-55	-80	1.1	1.9	0.0	1	-0.3	-1.3	-40

Entries above containing a tert-butyl group, in the order listed:
SMILES	ADAM10 inh	DAX1 inh-1	PLCb3 inh	ADAM17 inh	hgDAF-12 ag	GAA850 FXN act	hcDAF12 agonist	sPLA2-III inh	DAX1 inh-2	ssDAF-12 act	PLCg1 inh
CC(C)(C)c1ccc(C(=O)Nc2ccc(S(N)(=O)=O)cc2)cc1	3	-0.2	-9	2	-0.5	1.6	-1.7	-5	-0.4	-1.1	-2
COc1ccc(CNC(=O)CNC(=O)c2ccc(C(C)(C)C)cc2)cc1OC	7	-1.1	-3	0	-0.5	0.5	1.1	2	-0.2	-1.1	3

For convenience, part of the list above.
SMILES	ADAM10 inh	DAX1 inh-1	PLCb3 inh	ADAM17 inh	hgDAF-12 ag	GAA850 FXN act	hcDAF12 agonist	sPLA2-III inh	DAX1 inh-2	ssDAF-12 act	PLCg1 inh
COC(=O)[C@]12C[C@H](CC(=O)NCc3ccccc3)C(=O)N(CCc3ccc(OC)c(OC)c3)C1=C[C@H](COCc1ccccc1)O[C@@H]2C	-1	·	-3	-2	1.2	·	-3.6	-7	-0.8	-1.8	-3
O=C(Nc1ccc(F)cc1)OC1CC2CC1[C@H]1CCCCN1[C@H]2Cc1ccccc1 (some centres undefined)	-5	·	1	-3	2.2	·	3.2	-6	0.0	-0.3	-1
Cc1csc2nc3ccccc3c(=O)n12	-245	0.5	-55	-80	1.1	1.9	0.0	1	-0.3	-1.3	-40

Screening results from PubChem.
